FN deposition inh = fibronectin deposition inhibition. hit rate 0.086% among 350,000. inhibition, % at 12.6 µM. AH1F fibroblasts, Alexa488-fibronectin deposition fluorescence, overnight;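 active = mean inhibition across replicates of 30% or more, regardless of how many single replicates reach that level; inconclusive = mean under 30% yet at least half of replicates reach 30%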;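 also: positive control wells lacked labelled fibronectin entirely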
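Material: AH1F fibroblasts assembling fluorescent fibronectin matrix; amount: 10000 AH1F cells/well; medium: DMEM, 2% serum; reagent: Alexa488-fibronectin, 24 nM final in well; dosing: single compound dose, delivered by pin transfer; incubation: 1 h adhesion, overnight exposure; detection: fluorescence after three HBSS washes, excitation 485 nm, emission 525 nm; measure: fibronectin deposition inhibition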
miR122 inh = blocks miR-122 activity in Huh7 sensor cells; Huh7 miR-122 Renilla luciferase sensor, 48 h; neutral wells = 0, positive control = 100; activation (reporter increase), % at 12.5 µM; hit rate 0.3% among 340,000;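 active = mean replicate activation score at least 90 and every replicate individually at or above 90; inconclusive = only one of the two criteria met; inactive = neither criterion met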;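 also: higher luciferase means less miR-122 activity so hits act as miR-122 inhibitors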
GSIS activator = primary screen for activators of insulin secretion dependent on glucose, INS-1E cells, GLuc reporter luminescence | INS-1E GLuc reporter insulin secretion, 2-3 h | activation, % at 16.6 µM | hit rate 0.61% among 370,000 | AID 743287;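 active = lowest replicate activation of at least 40%, so every replicate reaches that level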;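 also: 0% = median of neutral control wells and 100% = median of IBMX positive control wells; some compounds called inactive have numbers as strong as hits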
CFTR F508del cor = CFTR F508del correction in bronchial cells; CFBE cells, YFP halide quenching; stimulated with forskolin plus potentiator P3; % fluorescence drop versus neutral controls; activity (quench increase), % at 7.58 µM; hit rate 0.36% among 350,000; AID 720511;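 active = mean added fluorescence quench of at least 8% versus neutral control, with both replicates also reaching 8%; inconclusive = only one of the mean or replicate conditions met; inactive = mean below 8% and not both replicates reaching 8%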;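 also: cells transiently co-express mutant CFTR-F508del with the halide-sensitive YFP; corrector assay measuring rescue of mutant channel to the surface after 24 h compound exposure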
PAX8 reporter = lowers PAX8-driven luciferase in RMG-I cells; AID 652154; inhibition, % at 12.6 µM; RMG-I TPO-luciferase reporter, SteadyGlo, 24 h; hit rate 1.2% among 360,000;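 active = mean replicate inhibition at least 60% with every replicate also reaching 60%; inconclusive = only one of the two criteria is met; inactive = mean below 60% and not all replicates reaching 60%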;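 also: luciferase light reporting Pax8 driven TPO promoter activity; plate controls were median of neutral control wells for no effect and mitoxantrone controls for full effect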
DENV2 CPE = DENV2-induced cell death inhibition | CPE inhibition, % at 9.99 µM | AID 651640 | hit rate 1.7% among 350,000 | DENV2-infected cells, cytopathic effect rescue, plate reader; in the data active = CPE inhibition above about 20%, passing the limit was not always enough; inconclusive = no clear call, values can overlap the other calls; tested in BHK-21 cells;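 also: 0% = median of neutral control wells and 100% = median of positive control wells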
EWS-Fli inh = EWS/Fli transcriptional activity inhibition; A673 NR0B1-luciferase reporter, viability-normalised; inhibition, % at 12.6 µM; hit rate 0.67% among 350,000; AID 651661;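 active = mean inhibition of at least 50% after viability correction, with every replicate also passing that limit; inconclusive = mean reaches 50% but only one of two replicates passes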;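 also: firefly luciferase signal divided by Alamar Blue viability fluorescence both relative to DMSO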
An asterisk follows results filed as active; u = inconclusive; x = not tested or not shown; [ ] = remark or other dose.

# | Molecule | EWS-Fli inh | FN deposition inh | GSIS activator | CFTR F508del cor
1 | O=C(CN1CCCN(S(=O)(=O)c2ccc(F)cc2)CC1)Nc1cccc(F)c1 | 7 | -2 | -16 | 0.4
2 | CC1=C(C)CC(C(=O)Nc2cccc([N+](=O)[O-])c2)C(C(=O)O)C1 (centres undefined) | x | 0 | 3 | x
3 | COc1cc(OC)c(OC)cc1/C=N/NC(=O)c1cc(-c2cccn2C)n[nH]1 | x | -2 | x | x
4 | C[C@@H]1CCCCO[C@@H](CN(C)C(=O)c2ccccc2)[C@@H](C)CN([C@H](C)CO)C(=O)c2cc(NS(C)(=O)=O)ccc2O1 | -6 | x | 27 | -3.8
5 | COc1ccc([N+](=O)[O-])cc1NC(=O)COC(=O)C1CC1 | -5 | -5 | 1 | -0.8
6 | COCC#Cc1cnc2c(c1)C(=O)N([C@@H](C)CO)C[C@H](C)[C@@H](CN(C)S(=O)(=O)c1cccc(OC)c1)O2 | 7 | x | -1 | 2.7
7 | C[C@@H]1CN([C@@H](C)CO)C(=O)c2cc(NC(=O)C3CCCCC3)ccc2O[C@@H]1CN(C)Cc1ccc(C(F)(F)F)cc1 | -13 | x | -26 | -3.2
8 | COc1ccc(-c2[nH]ncc2CN2CCC(N3CCSCC3)CC2)cc1F | 7 | -10 | 5 | 2.3
9 | Nc1nc(=O)n(C2CC(O)C(CO)O2)cc1Cl (centres undefined) | 33 | -30 | x | 0.4
10 | O=C(Cc1ccc(NC(=O)C2CCN(C(=O)C3CCC3)CC2)cc1)Nc1cccc(C(=O)N2CCCC2)c1 | 1 | 9 | -2 | -2.2
11 | CCCOc1ccccc1NC(=O)c1c(-c2ccccc2)noc1C | 2 | -2 | -2 | -0.4
12 | COc1ccc(NC(=O)N(C)C[C@H]2Oc3ccc(NS(=O)(=O)c4ccccc4)cc3CC(=O)N([C@H](C)CO)C[C@@H]2C)cc1 | -9 | x | -1 | 1.1
13 | COc1cc(NC(C)CCCNC(C)C)c2ncccc2c1OC (centres undefined) | -34 | 1 | 15 | -1.1
14 | CCOc1ccc(C2C(C#N)=C(N)Oc3cc(C)[nH]c(=O)c32)cc1OC (centres undefined) | -5 | -7 | 33 | -0.3
15 | C[C@H]1CN([C@@H](C)CO)C(=O)c2cc(NS(=O)(=O)c3cccs3)ccc2O[C@@H]1CN(C)C(=O)Nc1ccc(F)cc1 | -7 | 0 | -13 | -1.5

# | PAX8 reporter | DENV2 CPE | miR122 inh
1 | -7 | 2 | 6
2 | -14 | x | 0
3 | 10 | x | -11
4 | 5 | 19 | 0[16.7 µM]
5 | 7 | x | x
6 | -3 | 13 | 3[16.7 µM]
7 | x | u | -3[16.7 µM]
8 | -5 | 2 | 3
9 | 0 | u | 44
10 | -2 | 8 | -1
11 | 14 | 11 | -2
12 | x | 4 | 6[16.7 µM]
13 | 30 | 16 | 3
14 | -3 | 2 | 0
15 | x | 7 | -4[16.7 µM]

(cont.)
# | Molecule | EWS-Fli inh | FN deposition inh | GSIS activator | CFTR F508del cor
16 | COc1ccc(NC(=O)CCNC(=O)C2CCN(S(=O)(=O)c3ccccc3)CC2)cc1OC | -3 | -6 | 0 | 3.3
17 | O=C(NNS(=O)(=O)c1ccc(F)c(Cl)c1)c1cccc(S(=O)(=O)N2CCOCC2)c1 | x | -1 | 1 | x
18 | O=C(CC12CC3CC(CC(C3)C1)C2)NC(Cc1ccccc1)C(=O)O (centres undefined) | 2 | 0 | -3 | -1.1
19 | Cc1ccc(N2C(=O)CC(NNc3nc4ccccc4s3)C2=O)cc1 (centres undefined) | x | 4 | -5 | x
20 | CC1SCC(NC(=O)c2ccccc2Cl)CS1 (centres undefined) | -66 | -9 | x | -3.3
21 | O/N=C/c1ccccc1OCc1ccccc1F | x | -1 | 39 | x
22 | COC(=O)[C@H](C)NC(=O)NCc1ccccc1 | 8 | 7 | 7 | 2.8
23 | C[C@@H]1CCCCO[C@H](CN(C)C(=O)C2CCCCC2)[C@@H](C)CN([C@H](C)CO)C(=O)c2cc(NC(=O)c3ccncc3)ccc2O1 | -1 | x | 7 | -1.1
24 | COc1ccc(OC)c(NC(=O)Nc2cc(NC(=O)Nc3cc(OC)ccc3OC)c(C)nc2C)c1 | x | -5 | 79 | x
25 | Cc1cc(C(=O)CSc2ncn[nH]2)c(C)n1-c1cccc(S(=O)(=O)N2CCOCC2)c1 | x | 7 | -1 | x
26 | CS(=O)(=O)c1nc(S(=O)(=O)c2ccc(Cl)cc2)c(N2CCC(C(N)=O)CC2)s1 | 16 | 13 | 2 | 1.2
27 | CC(C)NC(=O)N(C)C[C@H]1Oc2c(NC(=O)Nc3ccc(C(F)(F)F)cc3)cccc2C(=O)N([C@H](C)CO)C[C@H]1C | -7 | x | -2 | 2.7
28 | O=[N+]([O-])c1nn(-c2ccc3c(c2)OCCO3)n(O)c1=NCCC1=CCCCC1 | -55 | 3 | -1 | 1.6
29 | CCC(=O)N1CCN(c2nc(CC)nc3sc4c(c23)CCCC4)CC1 | 14 | 0 | 6 | 1.3
30 | O=C(NC1CCCCC1)N1CCCCCC1 | 6 | x | 13 | 1.7

# | PAX8 reporter | DENV2 CPE | miR122 inh
16 | 2 | -7 | -3
17 | -15 | x | x
18 | -14 | 1 | 4
19 | 2 | x | -4
20 | -62 | -2 | -2
21 | -19 | x | -3
22 | -6 | -1 | -7
23 | 2 | -2 | -1[16.7 µM]
24 | 13 | x | x
25 | -22 | x | x
26 | 1 | -2 | -2
27 | 30 | -2 | -7[16.7 µM]
28 | -187 | 13 | -3
29 | 14 | u | -2
30 | x | x | x

(next part)
# | Molecule | EWS-Fli inh | FN deposition inh | GSIS activator | CFTR F508del cor
31 | O=C(NCc1ccc(F)cc1F)[C@@H]1CCCN1C(=O)[C@@H]1CCCN1C(=O)c1ccccc1 | -8 | 7 | 0 | 2.7
32 | O=C(COc1ccc2ccc(=O)oc2c1)Nc1cccnc1 | x | 16 | 12 | 1.9
33 | CCc1ccc(NC(=O)c2ccc(F)c(S(=O)(=O)NCC3COc4ccccc4O3)c2)cc1 (centres undefined) | x | -12 | -44 | x
34 | CCN(CC(=O)Nc1ccccc1Br)C1CCCCC1 | 1 | -4 | -7 | -1.7
35 | CO[C@@H]1CN(C)C(=O)c2ccc(NC(=O)Nc3cc(F)ccc3F)cc2OC[C@@H](C)N(C(=O)c2cnccn2)C[C@@H]1C | 0 | -1 | 1 | 0.4
36 | Cc1ccc(NC(=O)c2csnn2)c(C)c1 | x | 2 | x | x
37 | COc1ccc(Nc2nc(-c3ccccc3)nc3ccccc23)cc1S(=O)(=O)N1CCOCC1 | 14 | 3 | 3 | 2.5
38 | C[C@H](CO)N1C[C@H](C)[C@@H](CN(C)S(C)(=O)=O)Oc2ncc(C#Cc3ccccc3F)cc2C1=O | 4 | 9 | -2 | x
39 | Cc1cc(C)cc(NC(=S)N2CCN(S(=O)(=O)c3ccccc3)CC2)c1 | x | 10 | -22 | -3.1
40 | C[C@@H]1CCCCO[C@H](CN(C)S(C)(=O)=O)[C@@H](C)CN([C@@H](C)CO)C(=O)c2cc(NS(=O)(=O)c3ccccc3)ccc2O1 | -4 | x | -5 | -1.8
41 | O=[N+]([O-])c1cc2c(cc1CN1CCN(c3ccc(F)cc3)CC1)OCO2 | 8 | -8 | -27 | 0.9
42 | COc1cccc(C#Cc2ccc3c(c2)[C@@H]2[C@@H](CCN2C(=O)c2ccc(F)cc2)[C@@H](CO)N3)c1 | 3 | -16 | 7 | 2.1
43 | CO[C@@H]1CN(C)C(=O)c2ccc(NC(=O)Cc3ccccc3)cc2OC[C@H](C)N(C(=O)c2ccccc2F)C[C@H]1C | 3 | 1 | -24 | -4.0
44 | CC(C)c1cccc(-c2csc(C(C)(O)c3ccc(F)c(F)c3)n2)c1 (centres undefined) | -2 | 3 | 17 | 0.7
45 | Cc1ccc(C(=O)NCCc2nnc3ccc(SCC(=O)Nc4ccc(C)cc4C)nn23)cc1 | -10 | 1 | -13 | -2.1

# | PAX8 reporter | DENV2 CPE | miR122 inh
31 | 3 | -5 | x
32 | 5 | 1 | -3
33 | 34 | x | x
34 | 6 | 0 | x
35 | x | -2 | x
36 | -12 | x | 1
37 | 65* | 6 | 2
38 | -8 | -4 | 1[16.7 µM]
39 | 7 | 5 | x
40 | -4 | 1 | -3[16.7 µM]
41 | 6 | -1 | 0
42 | -15 | 26* | 5[16.7 µM]
43 | -6 | 6 | x
44 | 10 | -2 | -4
45 | 29 | -3 | -11

Following part.
# | Molecule | EWS-Fli inh | FN deposition inh | GSIS activator | CFTR F508del cor
46 | CC(O)C(NC=C1C(=O)OC(C)(C)OC1=O)C(=O)O (centres undefined) | 2 | -2 | 11 | -1.7
47 | Cc1ccc([C@H]2C[C@H](O)[C@@H](n3cc(-c4ccc(F)cc4)nn3)CN2CC2CCCCC2)cc1 | -4 | 2 | 0 | 3.6
48 | O=C(NCc1ccccc1)C1C(=O)N(Cc2ccccc2)C(=O)C1C1(O)CCCC1 (centres undefined) | x | -3 | x | x
49 | S=c1[nH]nc(-c2cccs2)n1/N=C/c1c(Cl)cccc1Cl | 6 | 0 | 20 | 2.9
50 | CC(C)CN(C#N)c1nc(N2CCOCC2)nc(N2CCOCC2)n1 | x | -1 | x | x
51 | O=C(NCC[C@H]1CC[C@H](NC(=O)C2CCCC2)[C@@H](CO)O1)c1cc(Cl)cc(Cl)c1 | 19 | x | -5 | 0.6
52 | CCOC(=O)C1CCN(CCCSc2ccccc2)CC1 | 10 | 2 | 9 | -2.9
53 | COc1ccc(-c2cn(-c3ccc(C)cc3C)c(=S)[nH]2)cc1OC | 5 | 5 | -6 | 5.1
54 | CCS(=O)(=O)N1CCCCN2[C@@H](CO)[C@@H](c3ccc(-c4ccccc4)cc3)[C@@H]2C1 | 5 | x | -18 | -1.9
55 | CCN(CC)C(=O)C1=C(C)N(CCCOC)C(=O)C(CC(=O)NCC2CCCCC2)C1 (centres undefined) | 1 | 10 | -7 | -1.8
56 | O=C1NC[C@H](c2ccccc2)N(CCC23CC4CC(CC(C4)C2)C3)C1=O | 7 | 4 | x | 2.1
57 | N#C/C(=C\Nc1ccc(Cl)cn1)S(=O)(=O)c1ccccn1 | 1 | -16 | 10 | 2.2
58 | O=C(Nc1nnc(SCc2ccc(Cl)cc2)s1)C1CC(=O)N(Cc2ccccc2)C1 (centres undefined) | 4 | 13 | -2 | 1.4

# | PAX8 reporter | DENV2 CPE | miR122 inh
46 | -5 | -3 | x
47 | -17 | 0 | -1
48 | 1 | x | -10
49 | 4 | x | x
50 | 8 | x | -6
51 | 23 | -9 | -1[16.7 µM]
52 | 17 | 3 | -11
53 | 5 | 2 | x
54 | -24 | 12 | 4[16.7 µM]
55 | 1 | 10 | -4
56 | 12 | -14 | 1
57 | 3 | -4 | x
58 | 4 | 4 | -4

Bioassay records (PubChem)
